Screening results: PubChem, several laboratories
ARFGAP1 inhibitor = inhibitors of rat ARFGAP1 GAP activity, primary screen, biochemical, fluorescence polarization, GDP tracer | Arfgap1-stimulated ARF1 GTP hydrolysis, GDP FP detection | ADP-ribosylation factor GTPase-activating protein 1 (Rattus norvegicus), Q62848 | AID 651572, 2012 | 0.26% of 360,000 active | inhibition, % at 16.5 µM;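 active = inhibition above a per-plate limit, mean inhibition of low control wells plus 3 SD, cut at about 25% in these data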;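 also: 0% = DMSO wells with enzyme and 100% = wells lacking Arfgap1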
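System: truncated rat Arfgap1 GAP domain / Benchmarks: high control wells lacking Arfgap1, low control full reaction with DMSO / Times: compound-enzyme preincubation 20 min, reaction 120 min, detection 60 min, 25 °C / Repeats: one replicate per compound / Also added: human ARF1(Δ1-17)-GTP substrate / Measured by: Tracer-displacement fluorescence polarization with EDTA stop, 620/688 nm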
HGIII-sPLA2 inh = human group III sPLA2 inhibitors, primary screen, biochemical, QFRET, BODIPY PC-A2 liposome substrate. Group 3 secretory phospholipase A2 (Homo sapiens), Q9NZ20. QFRET BODIPY PC-A2 liposome hydrolysis, fluorescence. inhibition, % at 12.2 µM. 0.56% of 370,000 active. AID 743126, 2013;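 active = inhibition above mean plus 3 SD of compounds lying within the high and low control bounds, cut at about 19% in these data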;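 also: 0% = median of test compound wells and 100% = no enzyme DMSO wells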
ASAP1 GAP inh = inhibitors of human ASAP1 ArfGAP activity, primary screen, biochemical, fluorescence polarization. Arf-GAP with SH3 domain, ANK repeat and PH domain-containing protein 1 (Homo sapiens), …. ASAP1-stimulated ARF1 GTP hydrolysis, GDP FP detection. inhibition, % at 16.5 µM. 0.19% of 360,000 active; in the data active = inhibition above about 25%;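 also: 0% = vehicle with enzyme and substrate and 100% = no enzyme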
UHRF1 MBD2 ctr = UHRF1 methylated DNA binding inhibitors, primary screen, counter-screen for MBD2 inhibitor project, biochemical, TR-FRET, human UHRF1, single concentration; UHRF1 binding to methylated oligo; 0.75% of 370,000 active; inhibition, % at 4.4 µM; AID 687016, 2013; E3 ubiquitin-protein ligase UHRF1 (Homo sapiens), Q96T88; in the data active = inhibition above about 21%;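 also: UHRF1 SRA domain binding a hemimethylated CpG hairpin DNA probe; 0% = median of test compound wells and 100% = reference inhibitor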
Tn7 DDE FP = inhibitors of Tn7 peptide binding to fibrin DD(E), primary screen, biochemical, fluorescence polarization, human fibrin, Tn7 probe. Fibrinogen beta chain (Homo sapiens), P02675. FP displacement of FITC-Tn7 peptide from fibrin DD(E); 0% = median of compound wells per plate. inhibition, % at 8.3 µM. 0.13% of 370,000 active. AID 720508, 2013;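 active = inhibition above the mean of compounds falling within the control limits plus 3 SD of them, cut at about 14% in these data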;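 also: 0% = plate median of compound wells and 100% = 10 µM Aha-Tn7 peptide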
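System: human fibrin DD(E); quantity: Fibrin-DD(E) at 2 µM final; also added: fluorescent Tn7 probe at 0.1 µM; compound dosing: single nominal test concentration of 8.3 µM per compound; schedule: 10 min preincubation, 3 h with tracer, room temperature; detection: fluorescence polarization of the labelled Tn7 tracer; repeats: one replicate per compound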
Tn6 DDE FP = inhibitors of Tn6 peptide binding to fibrin DD(E), primary screen, biochemical, fluorescence polarization, human fibrin, Tn6 probe; Fibrinogen beta chain (Homo sapiens), P02675; Fibrin DD(E) TRITC-Tn6 fluorescence polarization displacement; inhibition, % at 8.3 µM; 0.21% of 370,000 active;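 active = inhibition above a per-campaign cutoff: mean of compounds within control limits plus 3 SD, cut at about 15% in these data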;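 also: 0% = median of all compound wells on the plate and 100% = blocking peptide control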
PLC-gamma1 inh = PLC-gamma1 enzyme inhibitors, primary screen, biochemical, fluorescence, purified enzyme; fluorogenic substrate; inhibition, % at 12.2 µM; 0.84% of 370,000 active; AID 720700, 2013; in the data active = inhibition above about 9.5%
PLCb3 inh = human PLC-beta3 inhibitors, primary screen, biochemical, fluorescence | 1-phosphatidylinositol 4,5-bisphosphate phosphodiesterase beta-3 (Homo sapiens), Q01970 | Purified PLC-beta3, fluorogenic substrate | inhibition, % at 12.2 µM | 0.18% of 370,000 active | AID 720704, 2013; in the data active = inhibition above about 11%;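 also: 0% = median of compound wells on plate and 100% = full blocker control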
Target sequence (Q01970 whole entry, looked up): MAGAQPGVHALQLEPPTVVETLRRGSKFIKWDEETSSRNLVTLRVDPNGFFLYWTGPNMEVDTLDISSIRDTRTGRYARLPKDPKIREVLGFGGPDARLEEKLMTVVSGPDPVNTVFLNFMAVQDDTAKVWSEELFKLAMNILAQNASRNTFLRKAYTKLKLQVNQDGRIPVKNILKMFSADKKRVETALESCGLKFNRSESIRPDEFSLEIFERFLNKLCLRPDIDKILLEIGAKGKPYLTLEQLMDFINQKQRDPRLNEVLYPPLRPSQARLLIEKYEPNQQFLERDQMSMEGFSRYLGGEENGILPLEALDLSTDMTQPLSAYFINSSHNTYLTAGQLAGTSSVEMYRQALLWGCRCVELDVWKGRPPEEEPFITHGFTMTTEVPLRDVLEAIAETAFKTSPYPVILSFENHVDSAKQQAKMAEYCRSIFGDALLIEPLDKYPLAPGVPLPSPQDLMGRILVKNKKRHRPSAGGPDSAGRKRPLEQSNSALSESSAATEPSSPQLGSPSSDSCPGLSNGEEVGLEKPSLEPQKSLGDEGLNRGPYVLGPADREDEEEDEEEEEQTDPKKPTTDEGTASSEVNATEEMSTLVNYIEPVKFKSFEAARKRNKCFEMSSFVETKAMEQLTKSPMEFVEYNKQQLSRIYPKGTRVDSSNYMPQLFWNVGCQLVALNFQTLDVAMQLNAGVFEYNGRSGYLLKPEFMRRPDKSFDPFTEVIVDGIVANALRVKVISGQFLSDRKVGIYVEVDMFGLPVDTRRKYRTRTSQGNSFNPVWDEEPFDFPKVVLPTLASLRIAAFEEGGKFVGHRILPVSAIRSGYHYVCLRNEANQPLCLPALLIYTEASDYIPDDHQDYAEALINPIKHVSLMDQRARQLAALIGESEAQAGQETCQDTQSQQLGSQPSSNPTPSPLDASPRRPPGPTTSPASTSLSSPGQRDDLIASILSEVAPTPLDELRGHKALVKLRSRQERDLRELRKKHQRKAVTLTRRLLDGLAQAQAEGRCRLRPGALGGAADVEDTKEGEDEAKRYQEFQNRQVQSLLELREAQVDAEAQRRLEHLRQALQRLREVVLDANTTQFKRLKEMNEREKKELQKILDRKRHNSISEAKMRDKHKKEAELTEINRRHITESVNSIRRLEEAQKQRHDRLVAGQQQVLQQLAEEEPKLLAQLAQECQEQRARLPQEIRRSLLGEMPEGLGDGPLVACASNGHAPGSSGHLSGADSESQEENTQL
NR1D1 modulator = modulators of Rev-erb alpha DNA binding, primary screen, biochemical, FITC-DNA, fluorescence polarization, uHTS. Rev-erbα–FITC-DNA binding, 90 min. activity, % at 10 µM. 0.79% of 370,000 active;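 active = activity above about 14%, limit read from the data; passing the limit was not always enough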;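 also: 0% = DMSO wells with 35 nM protein and 100% = DMSO wells with 750 nM protein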
KLK7 zymogen act = proKLK7 zymogen activators, primary screen, biochemical, fluorescence intensity; Kallikrein-7 (Homo sapiens), P49862; purified proKLK7, EDANS-DABCYL substrate fluorescence; 100% is mature enzyme control, 0% vehicle; 0.9% of 370,000 active; activation, % at 7 µM;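 active = activation above the mean of all tested compounds plus 3 SD, computed per campaign excluding outliers beyond control limits, cut at about 13% in these data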
Active calls of the source: *; i = inactive.

SMILES	ARFGAP1 inhibitor	HGIII-sPLA2 inh	ASAP1 GAP inh	UHRF1 MBD2 ctr	Tn7 DDE FP	Tn6 DDE FP	PLC-gamma1 inh	PLCb3 inh	NR1D1 modulator	KLK7 zymogen act
COc1ccc(C(C(=O)NCC2CCCO2)N(C(=O)CNC(=O)c2ccco2)c2ccc(C)c(C)c2)cc1OC (centres undefined)	-7	-4	0	-1	1	3	-3	-1	-11	-0.3
CN(c1ccc(Cl)cc1)c1cc(=O)n(C)c2ccccc12	-6	0	4	2	3	-6	-242	-300	22*	0.1
O=C(Cn1cnc2sc(-c3ccccc3)cc2c1=O)NCCc1ccccc1	2	-2	5	1	3	3	-1	-5	65*	-0.2
Cc1ccc(C(=O)CN2C(=O)C(=O)N(Cc3ccccc3)C2=O)cc1	6	-5	7	0	-1	-5	0	2	6	0.4
O=C(NCc1ccccc1)C1CCCN1S(=O)(=O)c1ccc(Cl)cc1 (centres undefined)	-5	-7	0	-1	-2	-4	1	-4	4	-1.2
COc1ccccc1NC(=O)CSc1nc2ccccc2c(=O)n1CCNC(C)=O	0	1	-8	3	-8	-1	3	-3	1	0.5
Cc1cccc(NS(=O)(=O)c2ccc(C3CCCCC3)cc2)n1	2	-35	-4	0	-1	3	-36	-53	4	1.8
O=C(NCc1nnc(SCC(=O)N2CCCCC2)o1)c1c(F)cccc1Cl	-10	13	-4	4	6	3	0	-9	-2	0.1
O=S(=O)(NC1CCCCC1Nc1ccc(Cl)cc1)c1ccccc1 (centres undefined)	4	-7	6	5	8	4	-1	4	-5	-0.1
Cn1cc(-c2csc(C(C)(O)c3cccc(F)c3)n2)cn1 (centres undefined)	10	12	-4	3	1	0	10*	-3	0	-0.4
Cc1cccc2cc(-c3ccccc3)c(-c3ccccc3)c[n+]12	2	5	-9	-2	3	7	-19	-17	-1	0.1
Cc1ccc(NC(=O)CCC(=O)N2CCN(S(=O)(=O)c3ccc(C)cc3)CC2)cc1	-3	-7	1	3	2	-12	-3	-9	0	-0.1
Cc1cccc(Nc2ccc([N+](=O)[O-])cc2C(=O)O)c1	1	-18	1	23*	-7	1	-47	-58	11	-0.1
O=C(CSc1nnc(-c2ccncc2)o1)NCc1ccccc1	10	5	6	-2	2	-2	3	2	-1	0.6
CCOC(=O)C1CCCN(C(=O)C2CCN(c3nnc(-n4cccc4)s3)CC2)C1 (centres undefined)	-3	4	-7	-1	3	-4	-1	1	-3	-0.1
CCOc1cc(S(=O)(=O)NC2CC2)c(OCC)cc1-n1cnnn1	-1	6	2	2	6	-2	-34	-44	3	2.8
OC1CCN(C(=S)NCCc2ccccc2)CC1	6	8	6	1	5	8	0	3	-3	-0.1
Cc1ccc(-c2nnn(CCC(=O)NC(C)(C)C)n2)cc1	3	4	-7	1	0	-1	2	2	-1	0.2
Cc1cccnc1NC(=S)Nc1ccc(F)cc1F	1	20*	8	2	13	-5	-4	-5	4	-0.7
CCc1ccc(CN(C)C(=O)CCc2nnc(CCc3cccc(OC)c3)o2)nc1	3	2	14	-2	4	0	0	1	1	0.2
CC1CN(C(=O)c2cccc(S(=O)(=O)Nc3ccc(Cl)cc3)c2)CC(C)O1 (centres undefined)	4	-7	-8	-2	4	-6	1	2	1	0.6
O=S(=O)(c1ccc(NC2CCCCC2)cc1)N1CCOCC1	-1	-11	2	-1	1	3	-1	1	-1	0.7
O=C(Cn1cc(C(F)(F)F)cc(Cl)c1=O)NCc1ccccc1	5	9	-1	1	5	-4	0	-12	4	0.2
O=C(Nc1ccc(C(=O)N2CCCCC2)cc1)C1=CSCCO1	20	5	4	0	-5	7	-2	-12	9	-0.6
CN(CC1COc2ccccc2O1)C(=S)Nc1ccccc1F (centres undefined)	4	7	3	-1	1	1	7	0	4	0.6

Whole records, looked up by structure. Values in the order: ARFGAP1 inhibitor	HGIII-sPLA2 inh	ASAP1 GAP inh	UHRF1 MBD2 ctr	Tn7 DDE FP	Tn6 DDE FP	PLC-gamma1 inh	PLCb3 inh	NR1D1 modulator	KLK7 zymogen act
Cc1ccc(NC(=O)CCC(=O)N2CCN(S(=O)(=O)c3ccc(C)cc3)CC2)cc1 as listed: -3	-7	1	3	2	-12	-3	-9	0	-0.1
COc1ccc(C(C(=O)NCC2CCCO2)N(C(=O)CNC(=O)c2ccco2)c2ccc(C)c(C)c2)cc1OC (centres undefined) as listed: -7	-4	0	-1	1	3	-3	-1	-11	-0.3
Cc1cccnc1NC(=S)Nc1ccc(F)cc1F as listed: 1	20*	8	2	13	-5	-4	-5	4	-0.7
Cc1ccc(-c2nnn(CCC(=O)NC(C)(C)C)n2)cc1 as listed: 3	4	-7	1	0	-1	2	2	-1	0.2

(listing goes on)
SMILES	ARFGAP1 inhibitor	HGIII-sPLA2 inh	ASAP1 GAP inh	UHRF1 MBD2 ctr	Tn7 DDE FP	Tn6 DDE FP	PLC-gamma1 inh	PLCb3 inh	NR1D1 modulator	KLK7 zymogen act
Cc1ccccc1NS(=O)(=O)c1ccc(C)c(C(=O)N2CCOCC2)c1	9	1	-11	0	-3	-3	3	-6	-2	0.0
CCOC(=O)/C=C/c1cccc(C)c1O	-6	-13	1	-1	8	0	-96	-127	-7	-0.7
O=c1c(O)c(-c2ccccc2)oc2cc(O)ccc12	2	-21	3	-1	7	2	i	i	-1	-118
NNC(=O)CNC(c1ccccc1)c1cc(Br)ccc1N (centres undefined)	-9	12	1	3	-5	2	-3	-3	3	0.1
COc1ccc(CNC(=O)COc2ccc(S(=O)(=O)N3CCOCC3)cc2C)cc1	12	-1	-11	0	1	5	1	-5	1	-0.6
CC(C)(C)OC(=O)N[C@H](C(=O)OC(C)(C)C)c1ccccc1	-5	1	3	-1	3	5	0	2	0	-0.4
COc1ccc(C)cc1NC(=O)CSc1nnc(CC(=O)Nc2ccccc2F)n1C	3	-13	1	10	-1	1	0	-4	2	0.2
CC(=O)NC(Cc1cccc(F)c1)C(=O)NC1CCN(c2ncccc2[N+](=O)[O-])CC1 (centres undefined)	13	-4	6	-5	2	2	0	-2	2	-0.1
COc1ccc(NC(=O)CN2CC(c3ccccc3)CC2=O)cc1OC (centres undefined)	-5	1	5	-1	5	7	2	0	1	0.7
NNC(=O)C1c2ccccc2Oc2ccccc21	7	-8	7	2	-6	1	-2	1	5	0.2
CC12CCC3C(C1)C(C(=O)O2)C(=O)OC3(C)C (centres undefined)	0	-2	7	-1	6	5	0	-8	-1	-0.6
COC(=O)[C@@H](NC(=O)Nc1cccc(Br)c1)C(C)C	-5	-2	9	0	5	-1	1	2	0	-0.5
CC(=O)N1CCC(O)(c2cccc(C(F)(F)F)c2)CC1	-1	-2	7	1	-3	-2	4	6	-6	-0.4
CS(=O)(=O)Nc1cccc(S(=O)(=O)N2CCN(C(=O)c3ccccc3)CC2)c1	-7	2	-1	2	5	2	0	-4	-6	0.1
O=C(C[C@H]1C/C=C\C[C@@H](Cc2ccc(F)cc2)C(=O)O[C@H](c2ccccc2)CNC1=O)N[C@@H](CO)Cc1ccccc1	4	3	0	1	1	0	2	4	-5	-0.5
COc1ccc2cc(C3c4cc(OC)c(OC)cc4CCN3C(=O)c3ccco3)c(=O)[nH]c2c1 (centres undefined)	4	-4	-1	2	2	-5	-28	-48	3	0.3
CC12CN3CC(C)(CN(C1)C3c1ccc(Br)cc1)C2 (centres undefined)	-3	0	-1	0	1	1	1	4	-1	0.0
CSc1nc2c(c(=O)n1C)SC(C)C2 (centres undefined)	8	-2	-3	-2	1	4	-1	-2	-1	-0.3
CC(C)C[C@@H](CN1CCC[C@@H]1CN1C(=O)C(=O)NC[C@@H]1Cc1ccccc1)N1C[C@H](Cc2ccccc2)N(CC2CCCCCC2)C(=O)C1=O	10	3	12	4	3	0	4	13*	-2	0.3
CCN(CC)C(=O)CSc1nnc(NC(=O)CCc2ccccc2)s1	9	2	-4	1	-4	1	1	1	5	0.3
COc1ccc(NC(=O)COC(=O)c2ccc(S(=O)(=O)N3CCCCC3)cc2)c(OC)c1	3	0	-12	-1	0	2	1	4	-3	-0.5
Cc1ccc(C(=O)NNC(=O)c2cccc(S(=O)(=O)N3CCN(c4ccccc4)CC3)c2)cc1	4	-12	11	3	-9	2	1	0	0	0.5
N#CCSc1nc2[nH]ncc2c(=O)n1-c1ccccc1Br	-9	-3	12	-5	12	-5	1	3	1	0.3
COc1ccccc1N(C)S(=O)(=O)c1ccc(C(=O)OCC(=O)NCc2cccs2)cc1	-6	-6	2	1	6	-3	7	1	1	0.1
COc1cc(NC(=O)C2CC(c3ccccc3O)=NO2)c(OC)cc1Cl (centres undefined)	-2	-2	9	1	9	1	0	-6	0	-0.4
SMILES	ARFGAP1 inhibitor	HGIII-sPLA2 inh	ASAP1 GAP inh	UHRF1 MBD2 ctr	Tn7 DDE FP	Tn6 DDE FP	PLC-gamma1 inh	PLCb3 inh	NR1D1 modulator	KLK7 zymogen act
O=C(CCS(=O)(=O)c1ccccc1)NC1CCCC1	-7	1	12	1	5	1	-1	-5	1	0.4
O=C(CNC(=O)C1CCCCC1)NC1CCCCC1	-1	2	1	-2	1	-2	4	-3	2	0.3
CC1(c2ccccc2)NC(=O)N(CC(=O)Nc2ccc3c(c2)OCO3)C1=O (centres undefined)	16	-6	4	0	-1	6	1	2	0	0.1
O=C(COc1cc(O)c2c(=O)c3ccccc3oc2c1)OCc1ccccc1	-4	0	4	-2	-1	-4	1	-3	-2	0.3
Cc1ccc([C@H]2N[C@]3(CCCN(Cc4cccn4C)C3=O)[C@H]3C(=O)N(Cc4ccccc4)C(=O)[C@@H]23)cc1	-16	-11	4	-2	3	2	-2	-3	-5	-0.5
Cc1cc(C)c(S(=O)(=O)N2CCN(C(=O)c3c(C)nn(-c4ccccc4)c3Cl)CC2)c(C)c1	15	2	-2	8	7	3	4	1	6	-0.3
COc1ccc(Nc2oc(-c3ccccc3F)nc2C#N)cc1	-3	-12	10	7	-3	6	-236	-352	4	-1.7
CCCS(=O)(=O)N1CCC(C(=O)N2CCC(Cc3ccccc3)CC2)CC1	-7	-7	3	0	0	6	0	-3	0	0.4
CCNc1nc(CSc2ccccc2)nc2sc(C)c(C)c12	6	-7	9	-1	-3	0	2	-12	0	0.6
O=Nc1nc2ncccn2c1-c1ccccc1	1	6	8	2	4	3	-2	-6	1	0.6
